All columns: NCI-60 one-dose screen, growth in % after 48 h at 10 µM unless noted; 100 = growth as untreated, 0 = no growth, -100 = all killed.
EKVX: EKVX NSCLC; 71,000 tested, 3% active; AID 1794765
HOP-62: HOP-62 NSCLC; 80,000 tested, 3.9% active
CCRF-CEM: CCRF-CEM leukemia. 77,000 tested, 7% active. AID 1794778
RPMI-8226: RPMI-8226 leukemia cells. 77,000 tested, 7.5% active. AID 1794781
MOLT-4: MOLT-4 leukemia cells | 80,000 tested, 6.9% active | AID 1794779
HOP-92: HOP-92 NSCLC cells; 71,000 tested, 6.3% active; AID 1794738
K-562: K-562 leukemia | 78,000 tested, 7.4% active
SR: SR leukemia cells; AID 1794780; 73,000 tested, 8.7% active
The depositor's hits bear a star; . = no result given. Rule for the calls: active = growth percent below 10; inactive = the rest.

Letters: A = EKVX; B = HOP-62; C = CCRF-CEM; D = RPMI-8226; E = MOLT-4; F = HOP-92; G = K-562; H = SR
> CCOC(=O)c1sc2nc(-c3cccc(C#N)c3)nc(N3CCOCC3)c2c1C
  A: 82 | B: 75 | C: 104 | D: 100 | E: 103 | F: 85 | G: 104 | H: 106

> COc1cc2c(=O)n(CCCN(C)C)c3c4cc[nH]c4ncc3c2cc1OC
  A: 51 | B: 12 | C: 34 | D: 22 | E: -6.6* | F: . | G: 54 | H: 16

> c1ccc2c(c1)Nc1cc3ccccc3cc1N2
  A: 56 | B: 41 | C: 26 | D: 19 | E: 21 | F: 85 | G: 21 | H: 29

> CCOC(=O)c1cn2ncnc(Oc3ccc(NC(=O)NCCN4CCOCC4)c(Cl)c3)c2c1C
  A: 96 | B: 87 | C: 97 | D: . | E: 106 | F: 92 | G: 98 | H: 105

> C(CCSC1=NCCN1)CSC1=NCCN1
  A: 88 | B: 87 | C: 94 | D: 104 | E: 107 | F: 97 | G: 106 | H: 112

> C=C1C(=O)O[C@H]2[C@H]1CC/C(Cn1cc(-c3ccc(N)cc3)nn1)=C\CC[C@@]1(C)O[C@@H]21
  A: -20* | B: 51 | C: -18* | D: -8.2* | E: 5.8* | F: -44* | G: 6.4* | H: 7.7*

> O=C(Nc1ccncc1)C(=O)c1cn(S(=O)(=O)c2ccc(Oc3ccccc3)cc2)c2ccccc12
  A: 42 | B: 88 | C: . | D: 76 | E: . | F: 72 | G: 81 | H: 93

> Cc1cc2c(cc1Cl)ncn2C
  A: . | B: 102 | C: 99 | D: 104 | E: 102 | F: 106 | G: 106 | H: 102

> O=C(O)c1ccc(C(F)(F)F)cc1
  A: 106 | B: 117 | C: 99 | D: 82 | E: 108 | F: 82 | G: 110 | H: 114

> COc1cc(OC)c2ccc(=O)oc2c1
  A: 95 | B: 101 | C: 106 | D: 116 | E: 115 | F: 98 | G: . | H: 125

> NC(=S)N/N=C/c1cccnc1
  A: . | B: 101 | C: 91 | D: 105 | E: 103 | F: 97 | G: 101 | H: 102

> C=C1CCC2C3(C)COC(c4ccccc4F)OC3CCC2(C)C1CC(O)C1=CCOC1=O (stereo unspecified)
  A: 85 | B: 88 | C: 17 | D: 11 | E: 49 | F: 56 | G: 21 | H: 31

> Cn1nc(N)c2ncc(C(Cl)(Cl)Cl)nc21
  A: 105 | B: 116 | C: 107 | D: 104 | E: 98 | F: 77 | G: 120 | H: 97

> O=c1[nH][nH]c(Nc2ccccc2)c1N=Nc1ccc(F)cc1
  A: 72 | B: 119 | C: 94 | D: 112 | E: . | F: 71 | G: . | H: .

> CCOC(=O)C/C=C/CC(=O)OCC
  A: . | B: 107 | C: 104 | D: 103 | E: 113 | F: . | G: 127 | H: 109

> CC1=C(C(=O)O)C(C)CC(=O)N1c1ccccc1 (stereo unspecified)
  A: . | B: 94 | C: 88 | D: 98 | E: 97 | F: 95 | G: 110 | H: 77

> Cc1ccc(Sc2ccc3[nH]c(=O)nc(N)c3c2)cc1
  A: 91 | B: 107 | C: 90 | D: 108 | E: 94 | F: . | G: 93 | H: 87

> CCOC(=O)c1cnn2c(-c3ccccc3)nc(NCc3ccccc3)nc12
  A: 99 | B: 73 | C: 91 | D: . | E: 84 | F: 101 | G: . | H: 77

> CCC(C)OC(=O)c1ccccc1C(=O)O (stereo unspecified)
  A: 104 | B: 92 | C: 101 | D: 105 | E: 98 | F: 102 | G: 101 | H: 113

> COc1ccc(NC(=O)N=c2oc3ccccc3cc2-c2cc3ccccc3[nH]2)cc1
  A: 83 | B: 77 | C: 103 | D: 100 | E: . | F: 96 | G: . | H: 89

> COc1ccc(-c2[nH]nc3c2C(c2cn[nH]c2-c2ccc(F)cc2)C(C#N)=C(N)O3)cc1OC (stereo unspecified)
  A: . | B: 98 | C: 105 | D: 103 | E: 86 | F: 116 | G: 95 | H: .

> N#Cc1c(N)c(C(=O)c2ccc3c(c2)OCCO3)n2c1CCCC2
  A: . | B: 35 | C: 31 | D: 4.9* | E: 12 | F: 64 | G: 0.2* | H: -20*

> CCCCCCCCCCCCCCCCNC(=S)N/N=C/c1ccc(Cl)cc1
  A: 103 | B: 105 | C: 99 | D: 111 | E: 90 | F: 109 | G: 94 | H: 82

> CC(C)[C@@H]1CC[C@@H]2[C@@H]1[C@H](OC(=O)/C=C/c1ccccc1)[C@]1(C(C)C)C[C@@H](OC(=O)CO)[C@@]2(C)O1
  A: 63 | B: 87 | C: 77 | D: 54 | E: 58 | F: 69 | G: 78 | H: 42

> Cc1c(C(=O)NCCc2ccc(N3CCCC3)cc2)[nH]c2ccc(Cl)cc2c1=O
  A: 101 | B: 99 | C: 94 | D: 91 | E: 102 | F: 100 | G: 101 | H: 98

> O=C(Nc1ccc([N+](=O)[O-])cc1)Nc1nccnn1
  A: 100 | B: 101 | C: 102 | D: 112 | E: 101 | F: . | G: 128 | H: .

> Cc1ccc(S(=O)(=O)OC2COC(OCc3ccccc3)C(OS(=O)(=O)c3ccc(C)cc3)C2O)cc1 (stereo unspecified)
  A: . | B: 105 | C: 100 | D: 85 | E: 89 | F: . | G: 107 | H: 106

> COc1cc(CNC(=O)/C=C/C=C/c2ccc3c(c2)OCO3)ccc1OCc1cn(-c2cccc(Cl)c2)nn1
  A: 78 | B: 64 | C: 87 | D: . | E: 88 | F: 42 | G: 58 | H: 72

> CC(=O)c1ccc(N2CCN(c3ccc(C(C)=O)cc3)CC2)cc1
  A: 93 | B: 92 | C: 104 | D: 99 | E: 100 | F: 75 | G: 111 | H: 90

> COc1ccc(Cn2cc3c(c2-c2ccccc2)CCc2cnc(N)nc2-3)cc1
  A: 81 | B: 93 | C: 84 | D: 56 | E: 92 | F: . | G: 66 | H: 71

> COc1ccc(C(=O)c2sc3nc(C)cc(C)c3c2N)cc1
  A: 102 | B: 98 | C: 70 | D: . | E: 62 | F: . | G: 70 | H: .

> CCO/C=N/S(=O)(=O)c1cc2c(cc1Cl)NC=NS2(=O)=O
  A: 103 | B: 94 | C: 96 | D: 104 | E: 109 | F: 92 | G: 100 | H: 108

> COc1cccc(/C=C2/C(=O)N(Cc3ccco3)SC2=S)c1OC
  A: . | B: 105 | C: 68 | D: 74 | E: 92 | F: 93 | G: 51 | H: -0.5*

> COc1ccc(CNc2cc3cc(OC)c(OC)cc3c(C)n2)cc1CN1CCOCC1
  A: 98 | B: 78 | C: 93 | D: 75 | E: 87 | F: 94 | G: 85 | H: 84

> COc1ccc(-c2nc(N3CCCC3=O)sc2Br)cc1OC
  A: . | B: 103 | C: 96 | D: 109 | E: 94 | F: 113 | G: 94 | H: 89

> CC(C)(C)c1ccc(OP(=S)(N/N=C/c2ccccc2O)Oc2ccc(C(C)(C)C)cc2)cc1
  A: . | B: 92 | C: 69 | D: 46 | E: 44 | F: 71 | G: 59 | H: 62

> C1OC1CN1CCC(C2CCN(CC3CO3)CC2)CC1 (stereo unspecified)
  A: . | B: 97 | C: 70 | D: 90 | E: 39 | F: 84 | G: 92 | H: 49

> CC(=O)N(Cc1ccccc1)c1nc2c3ccccc3n(C(C)=O)c2s1
  A: 98 | B: 102 | C: 92 | D: 105 | E: 100 | F: 28 | G: 97 | H: 90

> CC(O)COC(C)COC(C)c1ccccc1 (stereo unspecified)
  A: 118 | B: 110 | C: 106 | D: 104 | E: 109 | F: . | G: 113 | H: 136

> Cc1cc(C)cc(N=Nc2cc(Br)cc(Br)c2)c1
  A: 104 | B: 104 | C: 101 | D: 100 | E: 101 | F: . | G: 102 | H: 104

> CC[C@H](Nc1ncnc(N)c1C(N)=O)c1nc2cccc(NCc3ccc(C(=O)NO)cn3)c2c(=O)n1-c1ccccc1
  A: 109 | B: 107 | C: 98 | D: 106 | E: 99 | F: 91 | G: 105 | H: 96

> Cc1nc2ccccc2c(/C=C/c2cccs2)c1C(=O)c1ccccc1
  A: 91 | B: 94 | C: 92 | D: 70 | E: 84 | F: 66 | G: 72 | H: 84

> COc1cccc2c1OC1(C=C2)Oc2c(cccc2OC)C=C1C (stereo unspecified)
  A: 87 | B: 110 | C: 34 | D: 38 | E: 61 | F: 56 | G: 19 | H: 33

> CN(C)c1ccc(/C=C2\Cc3ccccc3C2=O)cc1
  A: 95 | B: 86 | C: 77 | D: 94 | E: . | F: 86 | G: . | H: .

> O=NC1CC=CCC1c1ccccc1 (stereo unspecified)
  A: 101 | B: 99 | C: 111 | D: 114 | E: 102 | F: . | G: 105 | H: 101

> O=C(O)CCC(=O)OCc1ccccc1
  A: 100 | B: 105 | C: 101 | D: 101 | E: 93 | F: 99 | G: 89 | H: 105

> NC(=S)N/N=C\c1ncccc1OCc1cccc(N)c1
  A: . | B: 50 | C: 48 | D: 77 | E: 45 | F: 61 | G: 99 | H: 35

> COC(=O)CCCCCCCCC(C)c1ccccc1 (stereo unspecified)
  A: 99 | B: 100 | C: 105 | D: 110 | E: 82 | F: 104 | G: 96 | H: 60

> Cc1cc(C2=NNC(=O)C(C)c3cc4c(cc32)OCO4)ccc1N (stereo unspecified)
  A: 102 | B: 105 | C: . | D: 101 | E: 94 | F: 91 | G: 100 | H: 113

> O=C(Nc1ccc(F)cc1)C1CCN(S(=O)(=O)c2ccc(Cl)cc2)CC1
  A: 87 | B: 88 | C: 72 | D: 69 | E: 72 | F: 41 | G: 80 | H: 65

Profiles, looked up by structure. Order of screens: EKVX | HOP-62 | CCRF-CEM | RPMI-8226 | MOLT-4 | HOP-92 | K-562 | SR
CC[C@H](Nc1ncnc(N)c1C(N)=O)c1nc2cccc(NCc3ccc(C(=O)NO)cn3)c2c(=O)n1-c1ccccc1 reads 109 | 107 | 98 | 106 | 99 | 91 | 105 | 96
Cn1nc(N)c2ncc(C(Cl)(Cl)Cl)nc21 reads 105 | 116 | 107 | 104 | 98 | 77 | 120 | 97
COc1cc(CNC(=O)/C=C/C=C/c2ccc3c(c2)OCO3)ccc1OCc1cn(-c2cccc(Cl)c2)nn1 reads 78 | 64 | 87 | . | 88 | 42 | 58 | 72
COc1ccc(CNc2cc3cc(OC)c(OC)cc3c(C)n2)cc1CN1CCOCC1 reads 98 | 78 | 93 | 75 | 87 | 94 | 85 | 84

Other compounds follow:
Letters: A = EKVX; B = HOP-62; C = CCRF-CEM; D = RPMI-8226; E = MOLT-4; F = HOP-92; G = K-562; H = SR
> COC(=O)/C(C#N)=C1/CCC(NC(=O)Cc2ccc(Cl)cc2Cl)N1C (stereo unspecified)
  A: 103 | B: 96 | C: 97 | D: 95 | E: 101 | F: 89 | G: 99 | H: 89

> NS(=O)(=O)c1ccc(Nc2nc(SCC(=O)c3ccc(-c4ccccc4)cc3)nc3ccccc23)cc1
  A: 103 | B: 101 | C: 94 | D: 92 | E: 85 | F: 120 | G: 86 | H: 70

> O=C(NNC(=O)c1cccc2ccccc12)c1ccc(Br)cc1
  A: 84 | B: 103 | C: 95 | D: 93 | E: 97 | F: 92 | G: 93 | H: 106

> CCN1CCN(c2nc(-c3ccc(Nc4ncnc5cc(Cl)ccc45)cc3)cc(-c3ccc(OC)c(OC)c3)n2)CC1
  A: 107 | B: 102 | C: 58 | D: 76 | E: 59 | F: 90 | G: 50 | H: 38

> COc1cccc(C2Nc3ccccc3-n3cccc32)c1OC (stereo unspecified)
  A: 97 | B: 101 | C: 90 | D: 80 | E: 96 | F: . | G: 93 | H: 99

> CC[S+](CC)CC(=O)c1ccc(-c2ccccc2)cc1
  A: 98 | B: 92 | C: 89 | D: 96 | E: 88 | F: 91 | G: 80 | H: 74

> CCCN1c2nc3ccccc3nc2SC1Nc1ccccc1 (stereo unspecified)
  A: 90 | B: 99 | C: 109 | D: 115 | E: 101 | F: 81 | G: 102 | H: 104

> CC(C)NC(=O)c1ccc(C(C)(C)C)cc1
  A: 106 | B: 99 | C: 88 | D: 98 | E: 101 | F: 97 | G: 97 | H: 88

> Nc1ccc(NC(=O)c2ccccc2)c2c1C(=O)c1ccccc1C2=O
  A: 76 | B: 107 | C: 91 | D: 102 | E: 106 | F: 80 | G: 105 | H: 97

> O=C(CSc1nc2ccccc2[nH]1)Nc1ccccc1
  A: 88 | B: 80 | C: 105 | D: 103 | E: . | F: 81 | G: 112 | H: .

> CCCOC(=O)c1ccc2c(c1)[N+](=O)C(C(=O)c1ccccc1)=C(C(F)(F)F)[N+]2=O
  A: . | B: -97* | C: -64* | D: . | E: -63* | F: . | G: -74* | H: -41*

> O=C(NCn1c(=O)[nH]c2ccccc2c1=O)OC1CCCCC1
  A: 82 | B: 82 | C: 96 | D: 97 | E: 96 | F: 88 | G: 96 | H: .

> O=C(CN1CCN(c2cc(=O)[nH]c3ccc(F)cc23)CC1)Nc1ccccc1
  A: 99 | B: 104 | C: 103 | D: 102 | E: . | F: . | G: . | H: .

> COc1ccc(-c2oncc2-c2cc3c(c(OC)c2)OCC(=O)N3)cc1
  A: 67 | B: 96 | C: . | D: 105 | E: 102 | F: 108 | G: 70 | H: 67

> CN(C)C(=O)C(c1ccccc1)C(C(=O)N(C)C)c1ccccc1 (stereo unspecified)
  A: 99 | B: 102 | C: 111 | D: 111 | E: 96 | F: 105 | G: 106 | H: 103

> O=C1CSc2cc(Cl)ccc2N1
  A: 47 | B: 93 | C: 22 | D: 99 | E: 126 | F: 86 | G: 147 | H: 124

> c1cc2ccc3cc2cc1CNCCNCCNCc1ccc2ccc(cc2c1)CNCCNCCNC3
  A: 97 | B: 96 | C: 95 | D: 89 | E: 92 | F: 121 | G: 74 | H: 100

> CC(C)CCOC(c1ccc2c(c1)OCO2)C(C)Br (stereo unspecified)
  A: . | B: 103 | C: . | D: 106 | E: 103 | F: . | G: 105 | H: 96

Quoted at random: two entries already listed, in no set order.
Letters: A = EKVX; B = HOP-62; C = CCRF-CEM; D = RPMI-8226; E = MOLT-4; F = HOP-92; G = K-562; H = SR
> COc1ccc(-c2oncc2-c2cc3c(c(OC)c2)OCC(=O)N3)cc1
  A: 67 | B: 96 | C: . | D: 105 | E: 102 | F: 108 | G: 70 | H: 67

> CCOC(=O)C/C=C/CC(=O)OCC
  A: . | B: 107 | C: 104 | D: 103 | E: 113 | F: . | G: 127 | H: 109

No enrichment for hits. About 13% of those tested had a hit in this group.
